High-throughput results: PubChem BioAssay, several laboratories
VLA-4 inh – inhibition in a human VLA-4 binding assay. VLA-4 expressing cells, ligand binding flow cytometry. P13612. 0.2% of 330,000 active. inhibition, % (about 7 µM as worked out from the volumes in the protocol). AID 2557; in the data active means inhibition above about 50%
Target sequence (P13612 whole entry, looked up): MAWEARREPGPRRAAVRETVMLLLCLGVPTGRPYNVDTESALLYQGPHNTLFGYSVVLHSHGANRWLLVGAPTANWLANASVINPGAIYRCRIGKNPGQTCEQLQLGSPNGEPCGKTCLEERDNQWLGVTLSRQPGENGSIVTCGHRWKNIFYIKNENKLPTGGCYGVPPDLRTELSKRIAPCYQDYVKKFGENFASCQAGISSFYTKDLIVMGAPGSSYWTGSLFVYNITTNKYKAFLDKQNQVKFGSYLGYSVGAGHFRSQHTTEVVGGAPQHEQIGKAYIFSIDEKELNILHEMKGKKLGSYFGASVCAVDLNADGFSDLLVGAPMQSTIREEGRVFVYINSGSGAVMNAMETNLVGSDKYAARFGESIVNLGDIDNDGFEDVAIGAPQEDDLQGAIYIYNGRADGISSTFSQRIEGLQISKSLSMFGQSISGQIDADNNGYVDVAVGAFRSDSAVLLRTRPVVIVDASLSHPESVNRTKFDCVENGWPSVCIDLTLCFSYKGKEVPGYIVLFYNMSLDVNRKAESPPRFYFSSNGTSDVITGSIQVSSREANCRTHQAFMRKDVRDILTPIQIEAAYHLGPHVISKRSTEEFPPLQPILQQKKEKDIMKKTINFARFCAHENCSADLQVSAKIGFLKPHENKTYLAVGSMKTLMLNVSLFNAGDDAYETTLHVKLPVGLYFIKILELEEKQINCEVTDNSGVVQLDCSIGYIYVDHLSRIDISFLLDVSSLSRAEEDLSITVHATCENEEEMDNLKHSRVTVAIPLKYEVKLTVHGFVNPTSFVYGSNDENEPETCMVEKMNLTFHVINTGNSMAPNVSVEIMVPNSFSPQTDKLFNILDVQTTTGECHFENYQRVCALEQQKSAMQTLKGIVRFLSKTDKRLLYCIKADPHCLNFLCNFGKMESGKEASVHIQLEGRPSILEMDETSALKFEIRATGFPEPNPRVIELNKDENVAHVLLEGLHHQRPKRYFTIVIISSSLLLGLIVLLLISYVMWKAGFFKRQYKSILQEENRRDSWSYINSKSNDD
MEX-5 binding – C. elegans MEX-5 TCR-2 RNA binding activity | activity score (negative = inhibition of binding), % at 10 µM | Q9XUB2 | MEX-5/FITC-TCR2 RNA binding, fluorescence polarization; hits give low values | AID 1832 | 0.38% of 300,000 active;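 active means inhibition past about -25% in most replicates, and total fluorescence under double the plate's negative control median, limit read from the data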;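 further: 0% = DMSO and -100% = 5 µM competing unlabeled TCR2 RNA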
Efflux pump inh – antifungal efflux pump inhibition, Nile Red retention; S. cerevisiae Candida pump triplex; inhibition, % at 10 µM; 0.44% of 330,000 active; AID 485275;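 active means plate passing quality check with inhibition over a set limit, or well fluorescence over plate mean plus 4 SD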;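 further: Nile Red retained in pooled yeast measured as flow cytometry median fluorescence; 0% = buffer negative control and 100% = Enniatin B positive control; higher means more Nile Red kept so more efflux inhibition; some compounds called inactive have numbers as strong as hits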
MCL1-BIM inh – MCL1-BIM-BH3 interaction inhibition (human) | 0.68% of 320,000 active | GST-MCL1 / FITC-Bim-BH3 fluorescence polarization | AID 2057 | inhibition, % at 10.9 µM;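 active means inhibition above the mean inhibition of all tested compounds plus 3 SD, set per campaign, cut at about 40% in these data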;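 further: 0% = DMSO wells and 100% = unlabeled Bim-BH3 peptide control; higher means more loss of mP so more displacement of Bim peptide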
PME-1 inh – PME-1 (human) inhibition; inhibition, % at 5.9 µM; recombinant PME-1, FP-Rh probe fluorescence polarization; AID 2130; 0.53% of 320,000 active;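 active means inhibition above the campaign mean of all compounds plus 3 SD, cut at about 26% in these data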;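 further: competitive labeling of PME-1 active site by serine hydrolase directed probe; 0% = PME-1 with DMSO and 100% = wells lacking PME-1 enzyme; inhibitors block probe labeling so polarization falls and inhibition rises; many of its hits are not listed in these tables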
BCLXL inh – blocks human Bcl-xL binding to Bim BH3 peptide | GST-Bcl-xL / FITC-Bim BH3 peptide fluorescence polarization | 0.7% of 320,000 active | inhibition, % at 10.9 µM;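 active means inhibition above the mean of all tested compounds plus 3 SD, cutoff set per campaign, cut at about 30% in these data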;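 further: 0% = DMSO wells and 100% = unlabeled Bim-BH3 peptide competitor; inhibitors lower millipolarization by displacing the labeled peptide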
Fam108B inh – Fam108B inhibition, counter-screen for RBBP9 inhibitors. recombinant Fam108B, FP-Rh probe fluorescence polarization. inhibition, % at 9.51 µM. 0.33% of 300,000 active. AID 1947;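 active means inhibition above the screen mean inhibition plus 3 SD, computed separately per campaign, cut at about 18% in these data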;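 further: inhibitors lower polarization as less probe binds the enzyme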
GLD-1 TGE inh – GLD-1-TGE RNA interaction inhibition (C. elegans); AID 2280; 0.44% of 320,000 active; inhibition, % at 5.96 µM; purified GLD-1 + fluorescein TGE RNA, fluorescence polarization; Q17339;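 active means percent inhibition above a per-plate cutoff, the plate mean of test compounds plus 3 SD, cut at about 30% in these data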;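 further: 0% = DMSO wells with GLD-1 and probe and 100% = wells lacking GLD-1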
GRK2 inh – human GRK2 inhibition via aptamer displacement. inhibition of aptamer binding, % at 10 µM. 0.59% of 330,000 active. P25098. bead flow cytometry, FAM-aptamer displacement from GRK2;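 active means inhibition of aptamer binding above 40%, roughly 3 SD of noise, on plates passing a quality check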;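 further: median bead fluorescence of bound FAM aptamer so fluorescent compounds give negative values; no value below 0 was filed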
The depositor's hits bear a star; / = not tested or not shown. Some of the compounds tested; count on the stated rates, not on these rows.

SMILES	VLA-4 inh	MEX-5 binding	Efflux pump inh	MCL1-BIM inh	PME-1 inh	BCLXL inh	Fam108B inh	GLD-1 TGE inh	GRK2 inh
Cn1cc(CNCC2CCCO2)c(-c2ccc(Oc3ccccc3)cc2)n1 (stereo not given)	20	1.9	0.1	-3	-3	-2	-1	-16	0
CC1=CSC2=NS(=O)(=O)CCN12	31	-0.8	0.0	0	-2	1	0	7	3
CCOc1ccc(/C=N/NC(=O)Cc2ccccc2)cc1CN1CC2CC(C1)c1cccc(=O)n1C2 (stereo not given)	5	/	0.1	1	3	-1	/	0	0
Cc1ccc(C(=O)O)cc1N1C(=O)c2cccc3c([N+](=O)[O-])ccc(c23)C1=O	-1	-24	0.2	102*	32*	82*	27*	50*	/
COc1ccc(C(C)=O)cc1CN1C(=O)NC2(CCCCCC2)C1=O	15	0.1	-0.2	0	-5	2	3	8	0
CC(C)OCCCNC(=O)C1CCC(CNS(=O)(=O)c2cccc3nsnc23)CC1 (stereo not given)	-9	2.3	-0.1	-1	-1	2	2	-4	4
Cc1cc(N2CCN(S(=O)(=O)c3ccc(Cl)c(Cl)c3)CC2)c2ccccc2n1	26	1.7	-0.2	-7	-2	3	-3	2	0
Cc1ccc(CNc2oc(-c3ccco3)nc2C#N)cc1	8	-1.4	0.0	9	2	11	6	-1	1
O=C(Nc1ccc(Cl)c(Cl)c1)c1ccc2c(c1)OCO2	9	-3.2	0.0	1	-10	2	4	1	0
CC1CCC(=C(C#N)c2nc(-c3cc4ccccc4oc3=O)cs2)CC1 (stereo not given)	-4	2.3	0.3	5	-3	4	-4	-4	3
COc1ccccc1CNC(=O)COC(=O)c1sc(C)nc1C	4	/	0.0	-1	2	7	/	2	1
Cc1ccc(S(=O)(=O)N2CCOCC2)cc1NC(=O)Nc1ccc([N+](=O)[O-])cc1	-12	/	-0.1	/	/	/	/	0	0
Cc1ccc2nc(NC(=O)Cn3nc(C)c([N+](=O)[O-])c3C)sc2c1	-26	-0.2	-0.2	0	0	1	2	5	0
CCS(=O)(=O)N1CCCC(C(=O)NCc2cccc(OC)c2)C1 (stereo not given)	4	0.4	-0.1	12	-3	4	-2	-3	2
Cc1ccc(NC(=O)Nc2ccccc2)cc1[N+](=O)[O-]	7	-0.4	-0.1	0	-5	2	2	7	3
CNc1nc(C23CC4CC(CC(C4)C2)C3)cs1	-6	-0.4	0.0	13	-4	9	0	2	1
O=C(CNC(=O)c1ccco1)NCC(=O)OCc1cccc(C(=O)Oc2ccccc2)c1	7	1.1	-0.1	-2	5	5	9	3	0
Cc1cccn2c(=O)c(C=C(C#N)C#N)c(N3CCN(c4cccc(Cl)c4)CC3)nc12	-14	-1.4	-0.2	43*	-11	39*	-41	20	2
CCc1ccc(NC(=O)Cn2nnc(C(=O)NCc3cccs3)c2N)cc1	10	0.6	0.2	0	-1	-2	1	5	1
NS(=O)(=O)c1ccc(CNc2ccc3ccccc3n2)cc1	-3	-0.6	-0.1	8	4	6	0	14	0
Cc1cc(NC(=O)CSc2nc(Cc3ccccc3)c(C)[nH]2)no1	1	0.0	0.1	-5	-8	-5	3	1	2
COc1ccc(CCNCc2cc(C)n(-c3ccc(OC)cc3)c2C)cc1	-2	-1.6	2.8	2	-8	0	-4	2	0
O=C(c1ccc(Cl)nc1)N1CCN(S(=O)(=O)c2ccccc2)CC1	-1	-0.4	-0.1	5	0	6	0	2	1
CCN1CCN(C(c2cccs2)C(C)NC(=O)c2ccco2)CC1 (stereo not given)	17	1.2	0.0	3	0	4	0	-2	0
C/C(=N\OCC(=O)Nc1nc2ccccc2s1)c1ccccc1	-2	1.0	0.1	-4	-5	-1	-7	7	4
Remaining list, next part:
SMILES	VLA-4 inh	MEX-5 binding	Efflux pump inh	MCL1-BIM inh	PME-1 inh	BCLXL inh	Fam108B inh	GLD-1 TGE inh	GRK2 inh
COc1ccc(C2c3c(ncn(CCN4CCOCC4)c3=N)Oc3ccc4ccccc4c32)cc1OC (stereo not given)	9	1.8	-0.2	-2	-7	1	-1	7	0
CCn1cc(/C=N\NC(=O)c2ccc(Cl)cc2)cn1	7	2.8	0.0	-1	2	1	-1	3	1
COC(=O)[C@H]1[C@H](c2ccccc2)[C@H](C(=O)OC)O[C@H]1c1ccccc1	8	0.6	-0.2	5	4	6	1	0	1
COc1ccc(OC)c(/C=C2\Oc3cc(OCC(=O)N4CC(O)C[C@H]4C(=O)O)ccc3C2=O)c1 (stereo not given in full)	0	3.5	-0.1	2	-1	7	-2	-5	0
CCOc1ccc(N(CC(=O)N2CCC(Cc3ccccc3)CC2)S(C)(=O)=O)cc1	5	-1.5	0.6	0	0	3	-2	-3	2
O=C(CCC(=O)c1cccs1)NCc1ccccc1	-1	3.7	0.2	-3	-1	2	-1	2	3
Cc1ccc(OCCCC(=O)Nc2ccc(Cl)c(S(=O)(=O)N3CCOCC3)c2)cc1	-2	/	0.4	-2	-4	1	/	6	0
CC(C(=O)NCc1ccccn1)c1ccc([N+](=O)[O-])cc1 (stereo not given)	31	0.2	0.0	11	0	4	2	1	0
Cc1nnc(SCC(=O)Nc2sc3c(c2C(N)=O)CCCC3)[nH]c1=O	17	-2.0	0.2	2	0	3	-4	5	6
CCC(=O)O[C@]1(C(=O)CCl)[C@@H](C)C[C@H]2[C@@H]3CCC4=CC(=O)C=C[C@]4(C)[C@@]3(F)[C@@H](O)C[C@@]21C	1	-1.1	0.0	2	-7	7	0	2	1
O=C(Nc1ccccc1C(=O)NCCCN1CCOCC1)c1ccc(Cl)cc1	12	-0.7	0.1	15	0	14	-5	4	0
O=C(Nc1ccc(S(=O)(=O)NC2=NCCCCC2)cc1)c1ccc(Cl)cc1Cl	-7	-0.2	0.0	-11	2	-13	-3	-4	0
CCCn1c(SCC(=O)c2ccc3c(c2)OCCO3)nnc1-c1ccco1	4	1.5	-0.1	-1	-2	-3	-3	-4	1
CC1CCCN(C(=O)C2CCN(CC(C)c3ccccc3)CC2)C1 (stereo not given)	1	-0.8	0.2	9	-11	1	-3	6	1
CCn1cc(C(=O)O)c(=O)c2cc(F)c(N3CCN(C(=S)Nc4ccc(OC)cc4)CC3)cc21	7	0.2	0.2	9	-1	4	-4	2	0
NS(=O)(=O)c1ccc(CNC(=O)c2cc(-c3cccnc3)nc3ccc(Br)cc23)cc1	-13	3.8	-0.3	51*	-33	3	-23	7	5
Cc1c(Cl)cccc1NC(=S)NCc1ccccc1	-20	-2.6	-0.1	2	0	5	1	0	1
CCOc1cc(C2NC(=O)NC(c3ccccc3)=C2C(C)=O)ccc1OC(C)=O (stereo not given)	2	2.5	0.6	-6	-1	1	0	5	1
Cc1cc2nccc(-c3cccnc3)n2n1	3	-0.7	0.0	2	-5	7	-5	5	0
CCOc1ccc2nc3c(cc2c1)CN(CCCO)C(=NCCOC)S3	15	2.9	0.0	7	-2	6	-3	-6	0
O=C(/C=C/c1cc(Br)ccc1F)OCC(=O)N1CCCC1	8	/	-0.1	0	2	-2	/	4	1
NS(=O)(=O)c1ccc(CCN2C(=O)CCC2=O)cc1	5	-0.3	0.1	-5	2	0	-1	6	1
O=C(Nc1ccccc1Br)c1ccc(N2CCCC2=O)cc1	-2	-1.8	-0.1	-5	6	1	-1	3	2
O=C(N/N=C/c1ccc(Cl)cc1)c1cc2c(s1)-c1ccccc1CC2	5	-0.2	-0.1	5	-3	5	-10	5	0
COc1ccc(NC(=S)Nc2ccc3nc(C)c(C)nc3c2)cc1	4	0.9	0.0	11	9	7	2	2	19
Continuation.
SMILES	VLA-4 inh	MEX-5 binding	Efflux pump inh	MCL1-BIM inh	PME-1 inh	BCLXL inh	Fam108B inh	GLD-1 TGE inh	GRK2 inh
COc1ccc(NC(=O)N2CCCC2C(=O)NCC2CCCCC2)cc1 (stereo not given)	10	-1.7	0.1	-2	-1	0	1	-2	0
CCc1ccccc1-n1ncc(C(=O)Nc2ccccc2OC)c1C	-2	-1.4	0.2	-1	2	2	0	-8	0
Cc1ccc(NC(=O)N2CCCn3c(SCC(=O)c4ccccc4)nnc32)cc1	-6	1.8	-0.1	1	-2	3	-2	2	0
COc1ccc(NC(=O)C(c2ccc(C)cc2)N(C)C(=O)c2cnccn2)cc1 (stereo not given)	23	/	0.0	-2	-7	2	4	0	0
COc1ccc(-c2csc3ncn(-c4cccc(C)c4)c(=O)c23)cc1OC	-2	-2.5	0.3	-2	3	-1	2	3	0
CC1CCCCN1C(=O)Nc1ccccc1Cl (stereo not given)	4	3.9	0.1	-2	4	-2	-1	0	5
CCCCn1nc2cc(C(=O)NCC3CC3)ccc2c1OCC	-2	0.3	0.0	3	3	4	1	-1	3
O=C(CCC1CCCCC1)NCCS(=O)(=O)N1CCN(c2ccc(F)cc2)CC1	-3	-1.2	0.0	8	3	5	1	-2	0
